Fh CTSL1 inh: counter-screen for PFM18AAP inhibitors: inhibitors of F. hepatica cathepsin L1 | recombinant F. hepatica cathepsin L1, Z-Leu-Arg-MCA fluorescence | inhibition, % at 5.96 µM | hit rate 0.49% among 300,000 | AID 1906;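 active = inhibition above the mean of all tested compounds plus 3 SD, set per screening campaign, cut at about 17% in these data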;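 also: 0% = plate median of test compound wells and 100% = 1 µM Z-Phe-Ala-diazomethylketone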
ZTA DNA inh: blocks Epstein-Barr virus ZTA, an EBNA-1 counter-screen. ZTA-DNA binding, fluorescence polarization. inhibition, % at 11 µM. hit rate 0.15% among 320,000. AID 2234; in the data active = inhibition above about 33%
Target sequence (P03206 whole entry, looked up): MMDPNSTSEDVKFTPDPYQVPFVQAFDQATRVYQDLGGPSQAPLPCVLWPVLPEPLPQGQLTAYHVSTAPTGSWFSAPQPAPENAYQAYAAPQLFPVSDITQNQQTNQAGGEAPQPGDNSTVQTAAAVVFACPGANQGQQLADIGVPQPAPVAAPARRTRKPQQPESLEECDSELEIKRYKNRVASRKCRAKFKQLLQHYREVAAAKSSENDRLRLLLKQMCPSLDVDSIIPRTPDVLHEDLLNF
EBNA-1 inhibitor: blocks EBNA-1 binding to DNA. EBNA-1 DNA binding, fluorescence polarization. inhibition, % at 14.8 µM. hit rate 0.34% among 300,000; in the data active = inhibition above about 28%
TPT1 inh: blocks Candida albicans tRNA 2'-phosphotransferase. recombinant caTPT1, FP RNA substrate dephosphorylation. inhibition, % at 5 µM. hit rate 0.81% among 300,000;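 active = inhibition above the mean of all tested compounds plus 3 SD, set per screening campaign, cut at about 24% in these data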;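 also: plate controls were DMSO alone for no effect and ferristatin control at 100 nM for full effect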
PP1 counter: counter-screen for PP5 inhibitors: inhibitors of human PP1-alpha. P62136. purified PP1alpha, OMFP fluorescence. inhibition, % at 6.7 µM. hit rate 0.9% among 320,000;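 active = inhibition above the mean inhibition of all tested compounds plus 3 SD, computed separately for each screening campaign, cut at about 15% in these data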
Target sequence (P62136 whole entry, looked up): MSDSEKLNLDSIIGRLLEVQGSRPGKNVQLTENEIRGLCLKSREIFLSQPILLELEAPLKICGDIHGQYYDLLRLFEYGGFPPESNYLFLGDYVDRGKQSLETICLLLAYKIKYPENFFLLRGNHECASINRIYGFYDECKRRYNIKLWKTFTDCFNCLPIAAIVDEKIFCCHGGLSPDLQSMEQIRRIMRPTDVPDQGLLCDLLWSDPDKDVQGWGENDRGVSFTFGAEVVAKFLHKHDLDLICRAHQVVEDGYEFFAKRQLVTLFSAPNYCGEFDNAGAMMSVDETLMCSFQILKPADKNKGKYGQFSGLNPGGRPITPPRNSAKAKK
PREPL inh: inhibits the human prolyl oligopeptidase-like enzyme; Q4J6C6; recombinant PREPL, fluorescence polarization activity-based probe; inhibition, % at 5.96 µM; hit rate 0.68% among 320,000; AID 2751; in the data active = inhibition above about 43%;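 also: 0% = enzyme with DMSO and 100% = wells lacking enzyme; many of its hits are not listed in these tables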
PP5 primary: inhibitors of human protein phosphatase 5 (PP5) | P53041 | purified PP5c, OMFP substrate fluorescence | hit rate 0.18% among 320,000 | inhibition, % at 6.7 µM | AID 1987;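 active = inhibition above the campaign's mean inhibition across all tested compounds plus 3 SD, cut at about 9.5% in these data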;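 also: 0% = DMSO only and 100% = 100 µM cantharidin control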
Target sequence (P53041 whole entry, looked up): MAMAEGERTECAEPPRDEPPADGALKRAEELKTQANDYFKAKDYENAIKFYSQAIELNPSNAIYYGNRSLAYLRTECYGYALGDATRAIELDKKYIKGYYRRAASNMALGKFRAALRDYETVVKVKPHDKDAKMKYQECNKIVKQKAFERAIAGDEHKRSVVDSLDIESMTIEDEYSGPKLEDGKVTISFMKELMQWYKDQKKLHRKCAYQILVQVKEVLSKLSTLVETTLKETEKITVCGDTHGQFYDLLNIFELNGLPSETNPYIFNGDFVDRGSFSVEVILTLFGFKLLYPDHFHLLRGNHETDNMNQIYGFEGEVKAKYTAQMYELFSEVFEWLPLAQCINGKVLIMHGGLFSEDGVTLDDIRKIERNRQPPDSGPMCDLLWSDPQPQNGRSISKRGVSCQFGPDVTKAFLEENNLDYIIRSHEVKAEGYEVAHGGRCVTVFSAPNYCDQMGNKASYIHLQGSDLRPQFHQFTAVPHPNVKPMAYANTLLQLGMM
Efflux pump inh: inhibitors of Candida antifungal efflux pumps expressed in yeast. S. cerevisiae Candida pump triplex, Nile Red efflux. inhibition, % at 10 µM. hit rate 0.44% among 330,000. AID 485275;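 active = plate passing quality check with inhibition over a set limit, or well fluorescence over plate mean plus 4 SD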;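 also: Nile Red retained in pooled yeast measured as flow cytometry median fluorescence; 0% = buffer negative control and 100% = Enniatin B positive control; higher means more Nile Red kept so more efflux inhibition; some compounds called inactive have numbers as strong as hits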
HCV core dimer: blocks dimerization of HCV core protein. inhibition, % at 5 µM. hit rate 0.33% among 300,000. TR-FRET GST/Flag-core106 dimerization, 1536-well;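 active = inhibition above the mean of all tested compounds plus 3 SD, set per screening campaign, cut at about 45% in these data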
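test system = GST/Flag-tagged HCV core106 proteins | probe or stimulus = Eu donor and XL665 acceptor anti-tag antibodies | times = compound-protein-antibody incubation 4 h at 22.5 °C | signal = TR-FRET, excitation 340 nm, emission 617 and 671 nm | measure = percent inhibition of core106 dimerization signal | controls = wells lacking GST-core106 and wells with excess unlabelled core106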
Active calls of the source: *. The list is partial, so the mix of outcomes need not match the whole.

What do the screens show for `CCN/C=C(\C#N)S(=O)(=O)c1ccc(Br)cc1`?
Fh CTSL1 inh: -2; ZTA DNA inh: 4; EBNA-1 inhibitor: -1; TPT1 inh: 0; PP1 counter: -1; PREPL inh: -5; PP5 primary: 0.1; Efflux pump inh: -0.1; HCV core dimer: -3

Results for C=C1CCN(c2ccc(C(=O)O)cc2[N+](=O)[O-])CC1 ?
Fh CTSL1 inh: 7; ZTA DNA inh: -9; EBNA-1 inhibitor: 5; TPT1 inh: -3; PP1 counter: 9; PREPL inh: 14; PP5 primary: -3.5; Efflux pump inh: -0.1; HCV core dimer: -21

What do the screens show for `CCOc1ccccc1NC(=O)c1ccc(CN2CCc3ccccc3C2)cc1`?
Fh CTSL1 inh: 0; ZTA DNA inh: -22; EBNA-1 inhibitor: -11; TPT1 inh: 0; PP1 counter: 6; PREPL inh: 5; PP5 primary: 2.6; Efflux pump inh: 0.0; HCV core dimer: -3

How did CCOc1ccc2nc(NCCNC(=O)Nc3ccccc3)c(C#N)cc2c1 do in these assays?
Fh CTSL1 inh: -2; ZTA DNA inh: 4; EBNA-1 inhibitor: 34*; TPT1 inh: -2; PP1 counter: 5; PREPL inh: 1; PP5 primary: -0.7; Efflux pump inh: 0.3; HCV core dimer: -6

How did COc1ccc(C=O)cc1OS(=O)(=O)c1ccccc1[N+](=O)[O-] do in these assays?
Fh CTSL1 inh: 4; ZTA DNA inh: 17; EBNA-1 inhibitor: 11; TPT1 inh: -2; PP1 counter: -2; PREPL inh: -3; PP5 primary: 1.4; Efflux pump inh: -0.1; HCV core dimer: 1

What do the screens show for `CCCn1c(N)c(C(=O)NS(=O)(=O)c2ccc(C)cc2)c(=O)n(C)c1=O`?
Fh CTSL1 inh: 1; ZTA DNA inh: -17; EBNA-1 inhibitor: 3; TPT1 inh: -2; PP1 counter: -1; PREPL inh: 6; PP5 primary: 1.9; Efflux pump inh: 0.1; HCV core dimer: 4

How did C/C(CC(=O)Nc1ccccn1)=N\NC(=O)Cc1cccc2ccccc12 do in these assays?
Fh CTSL1 inh: -1; ZTA DNA inh: -5; EBNA-1 inhibitor: 3; TPT1 inh: -1; PP1 counter: 2; PREPL inh: 8; PP5 primary: -0.3; Efflux pump inh: 0.3; HCV core dimer: 1

What do the screens show for `O=[N+]([O-])c1ccc(CSc2ccc(S(=O)(=O)N3CCCC3)cn2)cc1`?
ZTA DNA inh: 7; PP1 counter: 7; PREPL inh: 23; PP5 primary: 2.1; Efflux pump inh: 0.0

What do the screens show for `O=C(COC(=O)CCc1c[nH]c(=O)[nH]1)Nc1cccc(Cl)c1`?
Fh CTSL1 inh: -9; ZTA DNA inh: 1; EBNA-1 inhibitor: -4; TPT1 inh: 2; PP1 counter: 1; PREPL inh: 4; PP5 primary: 2.2; Efflux pump inh: 0.3; HCV core dimer: -4

Results for O=c1c2c(nc3cc(-c4cccc(F)c4)[nH]n13)CCC2 ?
Fh CTSL1 inh: 0; ZTA DNA inh: 13; EBNA-1 inhibitor: 9; TPT1 inh: 4; PP1 counter: -1; PREPL inh: 5; PP5 primary: 0.2; Efflux pump inh: -0.1; HCV core dimer: 7

What do the screens show for `Nc1sc2c(c1C(=O)NCCc1ccccc1)CCC2`?
Fh CTSL1 inh: -3; ZTA DNA inh: -8; EBNA-1 inhibitor: 3; TPT1 inh: 20; PP1 counter: 3; PREPL inh: 8; PP5 primary: -0.4; Efflux pump inh: -0.2; HCV core dimer: 27

How did Cc1ccc(C(C(=O)NC2CCCC2)N(C(=O)Cc2cccs2)c2cccc(C)c2C)o1 (stereo not drawn) do in these assays?
Fh CTSL1 inh: 1; ZTA DNA inh: -14; EBNA-1 inhibitor: 4; TPT1 inh: 2; PP1 counter: 3; PREPL inh: 5; PP5 primary: -0.2; Efflux pump inh: -0.1; HCV core dimer: 10

What do the screens show for `CCS(=O)(=O)c1ccccc1C(=O)NC1CCCc2ccccc21` (stereo not drawn)?
Fh CTSL1 inh: -2; ZTA DNA inh: 11; EBNA-1 inhibitor: -1; TPT1 inh: 1; PP1 counter: -3; PREPL inh: 11; PP5 primary: -2.0; Efflux pump inh: 0.0; HCV core dimer: 1

What do the screens show for `CCSc1nnc2nc3[nH]c4c(C)cccc4c3nn12`?
Fh CTSL1 inh: -2; ZTA DNA inh: -9; EBNA-1 inhibitor: 1; TPT1 inh: -3; PP1 counter: 3; PREPL inh: 26; PP5 primary: -1.4; Efflux pump inh: -0.1; HCV core dimer: -27

What do the screens show for `O=C1/C(=C\c2cccnc2)Sc2ccccc21`?
Fh CTSL1 inh: 5; ZTA DNA inh: 0; EBNA-1 inhibitor: -8; TPT1 inh: 2; PP1 counter: 19*; PREPL inh: -46; PP5 primary: 2.8; Efflux pump inh: 0.0; HCV core dimer: -13

How did Cc1nc(CSc2ccc(Cl)cc2)cs1 do in these assays?
Fh CTSL1 inh: -3; ZTA DNA inh: -6; EBNA-1 inhibitor: -14; TPT1 inh: -4; PP1 counter: -3; PREPL inh: -10; PP5 primary: 2.6; Efflux pump inh: 0.3; HCV core dimer: -3

Results for COc1ccccc1NC(=O)c1cc2c(CO)cnc(C)c2oc1=Nc1cc(OC)c(OC)c(OC)c1 ?
Fh CTSL1 inh: 3; ZTA DNA inh: 14; EBNA-1 inhibitor: 2; TPT1 inh: 1; PP1 counter: -5; PREPL inh: 35; PP5 primary: 2.2; Efflux pump inh: -0.2; HCV core dimer: 6

Results for CN(C(=S)SCc1ccccc1)C1CCS(=O)(=O)C1 (stereo not drawn) ?
Fh CTSL1 inh: 0; ZTA DNA inh: -4; EBNA-1 inhibitor: 5; TPT1 inh: -4; PP1 counter: -1; PREPL inh: 4; PP5 primary: 2.0; Efflux pump inh: 0.0; HCV core dimer: -3

How did Cc1cc(C)cc(NC(=O)C2CCCN(S(=O)(=O)c3cnc[nH]3)C2)c1 (stereo not drawn) do in these assays?
Fh CTSL1 inh: -4; ZTA DNA inh: -17; EBNA-1 inhibitor: 3; TPT1 inh: -3; PP1 counter: -3; PREPL inh: 1; PP5 primary: 1.8; Efflux pump inh: -0.1; HCV core dimer: -3

What do the screens show for `COc1cccc(NC(=O)CSc2nccn2-c2cccc(OC)c2)c1`?
Fh CTSL1 inh: -1; ZTA DNA inh: 5; EBNA-1 inhibitor: 3; TPT1 inh: -3; PP1 counter: 1; PREPL inh: 21; PP5 primary: 1.9; Efflux pump inh: 0.4; HCV core dimer: -2

How did NNC(=O)c1cccc(COc2ccc3c(c2)CCC3)c1 do in these assays?
Fh CTSL1 inh: -2; ZTA DNA inh: -4; EBNA-1 inhibitor: -19; TPT1 inh: 0; PP1 counter: 2; PREPL inh: -13; PP5 primary: 2.3; Efflux pump inh: 1.1; HCV core dimer: 2

Results for CC(C)(C)OC(=O)NN1CC(=O)N2Cc3[nH]c4ccccc4c3C[C@H]2C1=O ?
Fh CTSL1 inh: 7; ZTA DNA inh: -17; EBNA-1 inhibitor: -15; TPT1 inh: -3; PP1 counter: -1; PREPL inh: 13; PP5 primary: -5.3; Efflux pump inh: -0.2; HCV core dimer: -20

What do the screens show for `COc1ccc(S(=O)(=O)NCCc2nnc3ccc(SCC(=O)Nc4cc(C)on4)nn23)cc1`?
Fh CTSL1 inh: -2; ZTA DNA inh: 3; EBNA-1 inhibitor: 3; TPT1 inh: -1; PP1 counter: 0; PREPL inh: -4; PP5 primary: 1.1; Efflux pump inh: -0.1; HCV core dimer: -4

How did O=C(CSc1nc2ccccc2c(=O)n1Cc1ccco1)NCc1ccco1 do in these assays?
Fh CTSL1 inh: 1; ZTA DNA inh: 1; EBNA-1 inhibitor: 2; TPT1 inh: -2; PP1 counter: -1; PREPL inh: -5; PP5 primary: 1.9; Efflux pump inh: -0.1; HCV core dimer: 18

What do the screens show for `Oc1ccc(Nc2nc3ccccc3nc2Nc2ccc(O)cc2)cc1`?
Fh CTSL1 inh: -1; ZTA DNA inh: 15; EBNA-1 inhibitor: -11; TPT1 inh: 52*; PP1 counter: 2; PREPL inh: 27; PP5 primary: 5.8; Efflux pump inh: 0.0; HCV core dimer: 24

What do the screens show for `CC(C)C(c1nnnn1Cc1ccccc1)N1CCc2ccccc2C1` (stereo not drawn)?
Fh CTSL1 inh: 4; ZTA DNA inh: -1; EBNA-1 inhibitor: -13; TPT1 inh: -4; PP1 counter: 5; PREPL inh: 13; PP5 primary: 4.4; Efflux pump inh: 0.0; HCV core dimer: -20

What do the screens show for `CCCN1CCN(S(=O)(=O)c2ccc3c(c2)CC(C)N3C(=O)C2CC2)CC1` (stereo not drawn)?
Fh CTSL1 inh: -3; ZTA DNA inh: 2; EBNA-1 inhibitor: 9; TPT1 inh: -6; PP1 counter: 0; PREPL inh: -9; PP5 primary: -0.4; Efflux pump inh: -0.1; HCV core dimer: -1

Results for CCOC(=O)c1nn(-c2ccc(Cl)cc2)c(C)cc1=O ?
Fh CTSL1 inh: -1; ZTA DNA inh: -6; EBNA-1 inhibitor: -1; TPT1 inh: 3; PP1 counter: 2; PREPL inh: 2; PP5 primary: -1.0; Efflux pump inh: -0.2; HCV core dimer: 4

Results for O=C(NCCCN1CCCC1=O)c1ccc(NS(=O)(=O)c2cccc([N+](=O)[O-])c2)cc1 ?
Fh CTSL1 inh: 0; ZTA DNA inh: 7; EBNA-1 inhibitor: 4; TPT1 inh: -4; PP1 counter: -6; PREPL inh: 5; PP5 primary: -0.8; Efflux pump inh: -0.1; HCV core dimer: -1

How did CCOc1c2ccoc2nc2c(OC)c(OC)ccc12 do in these assays?
Fh CTSL1 inh: 2; ZTA DNA inh: -1; EBNA-1 inhibitor: -8; TPT1 inh: 0; PP1 counter: -4; PREPL inh: 4; PP5 primary: 7.0; Efflux pump inh: 0.1; HCV core dimer: -10

What do the screens show for `Cc1ccc(C(=O)N2CC=C(c3ccccc3)CC2)s1`?
Fh CTSL1 inh: 0; ZTA DNA inh: 4; EBNA-1 inhibitor: 1; TPT1 inh: -3; PP1 counter: -3; PREPL inh: 16; PP5 primary: 0.6; Efflux pump inh: 0.0; HCV core dimer: -1

Results for O=C(Nn1c(C2CC2)nc2ccccc2c1=O)c1ccco1 ?
Fh CTSL1 inh: 0; ZTA DNA inh: 10; EBNA-1 inhibitor: 3; TPT1 inh: 4; PP1 counter: 2; PREPL inh: 2; PP5 primary: 1.0; Efflux pump inh: 0.0; HCV core dimer: -1

What do the screens show for `CCOCCCNC(=O)c1cn(CC)c2ccc(S(=O)(=O)N3CCCC3)cc2c1=O`?
Fh CTSL1 inh: -1; ZTA DNA inh: 17; EBNA-1 inhibitor: 12; TPT1 inh: -4; PP1 counter: 1; PREPL inh: -4; PP5 primary: -1.8; Efflux pump inh: 0.2; HCV core dimer: -1

3 structures already listed, arranged by SMILES length, rising.
What do the screens show for `CCOCCCNC(=O)c1cn(CC)c2ccc(S(=O)(=O)N3CCCC3)cc2c1=O`?
Fh CTSL1 inh: -1; ZTA DNA inh: 17; EBNA-1 inhibitor: 12; TPT1 inh: -4; PP1 counter: 1; PREPL inh: -4; PP5 primary: -1.8; Efflux pump inh: 0.2; HCV core dimer: -1

What do the screens show for `COc1ccc(S(=O)(=O)NCCc2nnc3ccc(SCC(=O)Nc4cc(C)on4)nn23)cc1`?
Fh CTSL1 inh: -2; ZTA DNA inh: 3; EBNA-1 inhibitor: 3; TPT1 inh: -1; PP1 counter: 0; PREPL inh: -4; PP5 primary: 1.1; Efflux pump inh: -0.1; HCV core dimer: -4

Results for O=C(NCCCN1CCCC1=O)c1ccc(NS(=O)(=O)c2cccc([N+](=O)[O-])c2)cc1 ?
Fh CTSL1 inh: 0; ZTA DNA inh: 7; EBNA-1 inhibitor: 4; TPT1 inh: -4; PP1 counter: -6; PREPL inh: 5; PP5 primary: -0.8; Efflux pump inh: -0.1; HCV core dimer: -1

Compound activity as filed in PubChem BioAssay.
